# Pf apPOL inh: Pf-apPOL DNA polymerase inhibition; Recombinant Pf-apPOL, molecular beacon fluorescence, 1.5 h; inhibition, % at 10 µM; actives 0.25% (n = 210,000); AID 1794808
# mHTT-CaM PPI inh: disrupts binding of mutant huntingtin to calmodulin; P42858; AlphaScreen His-mHTT/GST-CaM binding, luminescence; inhibition, % at 15 µM; actives 3.6% (n = 190,000); AID 1671202;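 also: 0% = both proteins with DMSO and 100% = one protein alone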
# Numbers without * were called inactive; / = not tested or not shown; & = joins results of further samples. Rule as the data show it: active = inhibition above about 50%; inactive = the rest.
SMILES,Pf apPOL inh,mHTT-CaM PPI inh
Cc1cc(C)cc(C(=O)N2CC=C(C(=O)NC3CC3)CC2)c1,-2,9
O=C(c1cccc(Cl)c1)N1CCCN(Cc2nc(-c3cccc(F)c3)no2)CC1,-1,44
CCc1onc(C)c1C1CCCN1Cc1ccccc1OC (configuration not stated),-1,-4
C=C(C)CN(CC)Cc1cccc(O)c1,-3,1
CCN(CC)CCCNC(=O)C1CC(c2ccc(OC)cc2)=NO1 (configuration not stated),-3,-10
COc1ccc(-c2[nH]ncc2-c2ccc(F)cc2)c(O)c1,-6,39
COc1cc(NC(=O)CSc2nc3[nH]ncc3c(=O)n2-c2ccccc2)cc(OC)c1OC,-9,12
CC(=O)c1ccc(NC(=O)c2cc3nc(-c4cccs4)cc(C(F)(F)F)n3n2)cc1,-225,6
COc1cccc(-c2noc(C3CCCN3C(=O)Nc3ccc(C)cc3)n2)c1 (configuration not stated),-2,4
O=C(Nc1ccc(F)cc1)c1ccc(Br)s1,0,-46
COc1ccc(CNC(=O)c2sc3ccccc3c2Cl)c(OC)c1,6,-2
CC(C)C(NS(=O)(=O)c1cccs1)C(=O)NCc1ccc(F)cc1 (configuration not stated),-4,-6
Cc1ccc(-n2nc3c(c2NC(=O)c2cc(Br)ccc2Cl)CS(=O)C3)cc1 (configuration not stated),0,7
COCCCn1c(=N)c(C(=O)NCc2ccco2)cc2c(=O)n3cccc(C)c3nc21,5,10
Cc1ccccc1CC(=O)N1CCc2c(c(-c3nc(-c4ccccc4F)no3)nn2C)C1,-1,-6
NC(C(=O)O)c1ccccc1Br (configuration not stated),0,0
Nc1cc(C2CCN(C(=O)C3COc4ccccc4O3)CC2)no1 (configuration not stated),-4,28
CC1CC(=O)N(c2ccc(N3CCC(C(N)=O)(N4CCCCC4)CC3)c([N+](=O)[O-])c2)C1=O (configuration not stated),-12,6
COc1ccc(C(=O)N2CCN(c3cc(Cl)ccc3C)C(=O)C2C)cc1 (configuration not stated),-5,12
CCN(CC)c1ncc2c(n1)CCC(C(=O)NCc1cccc(OC)c1)C2 (configuration not stated),-12,3
COc1cc(C)c(S(=O)(=O)N2CCN(c3ccc(C)cc3)CC2)cc1C,-1,1
CC12CCC(C(=O)N(CN3CCCCCC3)C1=O)C2(C)C (configuration not stated),-1,26
COc1ccccc1NC(=O)N1CCC(CCOc2ccncc2)CC1,-7,-7
Cc1ccc(NC(=O)CN2CCC3(CC2)N=C(c2ccc(Cl)cc2)C(=O)N3)cc1,-2,7
COc1ccc([N+](=O)[O-])cc1NC(=O)c1ccc(I)cc1,-1,-2
COC(=O)COc1ccc2c(c1C)OC(=Cc1ccc(OC)cc1OC)C2=O,-4,-7
O=C(c1ccoc1)N1CCc2c(c(CO)nn2Cc2ccccc2)C1,3,2
CCN1CCN(C(=O)c2nc3ccccn3c2-c2ccc(F)cc2)CC1,1,9
Cc1ccc2nc(SCC(=O)Nc3ccc(N4CCOCC4)c(Cl)c3)[nH]c2c1,-5,3
O=C(NC=Nc1cc([N+](=O)[O-])c(-c2ccncc2)n1-c1ccccc1)c1cccc(O)c1,4,64*
O=C(Cc1ccc(F)cc1)Nc1c2c(nn1-c1ccc([N+](=O)[O-])cc1)CSC2,-2,21
CC(=O)Nc1ccc(-n2c(C)nc3ccccc3c2=O)cc1C,0,0
O=C(C=Cc1ccc2nccnc2c1)c1ccc2c(c1)OCO2,-10,5
N#C/C(=C(/O)c1ccc(I)cc1)c1nc2ccccc2s1,4,7
C=CCOc1ccc(C2CC(=O)Nc3n[nH]c(-c4ccccc4)c32)cc1 (configuration not stated),-7,-5
Cc1ccc(S(=O)(=O)N=C(CNC(C)C)N2CCOCC2)cc1,0,-2
O=C(NCCc1nc2ccccc2n1Cc1ccccc1F)c1ccc(F)cc1,-2,12
O=C(c1ccc(F)c(F)c1)N1CCC(COc2ccccc2C(=O)N2CCCCC2)CC1,-1,20
COc1ccc(NC(=O)CCOc2ccccc2)c(OC)c1,-138,2
CCc1noc(C)c1C(=O)Nc1nnc(C2CC2)s1,-23,-1
O=C(NCc1ccco1)c1ccc(OCc2nc(C3CC3)cs2)cc1,-16,-1
CCNC(=S)Nc1ccc(NC(=O)c2ccccc2O)cc1,3&-9,/
CCOc1ccc2nc(C)cc(Nc3cccc(Cl)c3)c2c1,2,15
O=C(Nc1ncccn1)c1ccc([N+](=O)[O-])cc1,-1,2
CCN(CC)S(=O)(=O)c1cccc(C(=O)Nc2ccc(Br)cc2)c1,-6,2
COc1ccc(NC(=O)c2cc3n(n2)CCCN(Cc2ccc(F)cc2)C3=O)cc1,-4,-7
Cc1ccc(C(=O)Nc2cnc(N3CCOCC3)nc2)c(C)c1,-7,-1
Cc1ccc(C(=O)N2CCCC2C(=O)NCCc2csc(-c3ccccc3)n2)cc1C (configuration not stated),-2,3
COC(=O)Nc1cc([N+](=O)[O-])ccc1OC,-4,-1
CN(C)CCNC(=O)C1COC2(CCCCC2)N1C(=O)c1cccc(Cl)c1 (configuration not stated),-1,2
Cn1c(=O)c2c(nc(SCC(=O)Nc3ccccc3)n2C)n(C)c1=O,-2,2
Cc1cccc(CN2CCCn3nc(C(=O)NCc4ccccc4Cl)cc3C2=O)c1,-2,-2
CC(=NNS(=O)(=O)c1ccc(C)cc1)c1ccc(OCCOc2ccc([N+](=O)[O-])cc2)cc1,-13,/
CC(=O)N1CCc2sc(C(=O)NCc3ccc(OC(C)C)cc3)cc2C1,2,4
CCOc1ccc(CNC2CCN(c3ccc(C(=O)NC4CC4)cn3)C2)cc1 (configuration not stated),-4,-5
CCCN(C)C(=O)c1cc(-c2ccc(OC)cc2)on1,-4,0
Cc1ccc(/C=C2/N=C(c3c(-c4ccccc4)noc3C)OC2=O)cc1,3,-2
CSc1ccc(N2CC(c3nnc(NC(=O)CC(C)C)o3)CC2=O)cc1 (configuration not stated),-5,12
CC(C)(C)C(=O)Oc1ccc(-c2csnn2)cc1,-2&-14,/
CC(C)c1ccc(C(=O)N2CC3CN(S(=O)(=O)c4ccc(F)cc4)CC(C2)O3)cc1,2,0
# Next structures.
SMILES,Pf apPOL inh,mHTT-CaM PPI inh
COc1ccc2cc(N=Cc3nc(-c4ccc([N+](=O)[O-])cc4)oc3O)cnc2c1,-1,1
COc1cc2oc(=O)cc(-c3ccc(-c4ccc(NC(C)=O)cc4)cc3)c2c(OC)c1OC,3,3
COC(=O)C(C)Oc1ccc2c(c1)OC(=Cc1ccccc1F)C2=O (configuration not stated),1,-8
O=C1CC(c2ccccc2)Cc2nc(N3CCCC3)ncc21 (configuration not stated),-8,-8
CCc1ccc(-c2csc(NC(=O)c3cccnc3)n2)cc1,4,8
Cc1ccc(-c2ccnc3c(C(=O)NCC4CCCO4)cnn23)cc1C (configuration not stated),-1,-12
COCCC(=O)Nc1cnc(-c2cccnc2)nc1,3,-2
COc1ccc(CN2CCN(c3ccc([N+](=O)[O-])cc3)CC2)cc1OC,8,14
COCCNC(=O)CC12CC3CC(C1)CC(CC(=O)NCCOC)(C3)C2,0,1
CCOC(=O)C(NS(=O)(=O)c1cc(Cl)ccc1OC)C(C)C (configuration not stated),3,/
O=C(C[C@H]1C(=O)N(c2ccccc2)C[C@@H]1c1ccccc1)Nc1ccccc1,-4,24
Cc1ccc(C23CC4CC(CC(C(N)=O)(C4)C2)C3)cc1,-1,4
COc1ccccc1C1CC(=O)Oc2cc(OC)c(OC)c(OC)c21 (configuration not stated),-8,-10
Cc1onc(-c2c(Cl)cccc2Cl)c1C(=O)NCCc1ccccc1,0,-18
CCN1CCN(CCNC(=O)c2cc3cn(C(C)C)cc3s2)CC1,-2,8
CN(Cc1ccccc1)Cc1cncc(-c2cc3ccccc3s2)c1,-2,80*
O=C(NCc1ccccc1)OCCN1C(=O)CCC12CCC(c1ccc(Cl)cc1)CC2 (configuration not stated),-12,39
O=C(NCC1CCN(c2cc(-c3cccnc3)[nH]n2)CC1)c1cccc(Cl)c1,-5,30
O=S(=O)(Nc1nc(-c2ccc(F)c(F)c2)cs1)c1cccs1,-6,/
O=S(=O)(c1ccc2c(c1)CCCC2)N1CCC2(CC1)NCCN=C2NC1CCCCC1,3,4

# Single values from the list.
# COc1ccc(C(=O)N2CCN(c3cc(Cl)ccc3C)C(=O)C2C)cc1 (configuration not stated) @ mHTT-CaM PPI inh: 12
# Cc1ccc(S(=O)(=O)N=C(CNC(C)C)N2CCOCC2)cc1 @ mHTT-CaM PPI inh: -2
# CC(C)(C)C(=O)Oc1ccc(-c2csnn2)cc1 @ Pf apPOL inh: -2&-14

# Shown with bars between the fields: entries from further up
compound | Pf apPOL inh | mHTT-CaM PPI inh
O=C(C[C@H]1C(=O)N(c2ccccc2)C[C@@H]1c1ccccc1)Nc1ccccc1 | -4 | 24
Cc1ccc(C23CC4CC(CC(C(N)=O)(C4)C2)C3)cc1 | -1 | 4

# (cont.)
SMILES,Pf apPOL inh,mHTT-CaM PPI inh
O=C(Nc1ccc(F)cc1F)c1cccnc1Cl,0,-3
Clc1ccc(C2=CC(c3cccc(Br)c3)n3nnnc3N2)cc1 (configuration not stated),2,13
O=C(Nc1cccc(C(F)(F)F)c1)c1ccc(NC(=O)C2CCCO2)cc1 (configuration not stated),-2,3
CCc1ccc(NS(=O)(=O)c2ccc(OC)c(OC)c2)cc1,0,-6
O=C(Nc1cccc(F)c1)c1cccc(S(=O)(=O)N2CCc3ccccc3C2)c1,1,-4
CC(=O)Nc1cc(C(=O)NC(C)c2ccccc2)c2ccc(C)nc2c1 (configuration not stated),6,46
O=C(NCC1CCN(c2cc(-c3ccncc3)[nH]n2)CC1)c1cccc(Cl)c1,-4,42
Cc1ccc(Sc2cc(C)c(C)cc2N)c(C)c1,2,/
CCCCSc1nnc2c(n1)OC(c1ccncc1)Nc1ccccc1-2 (configuration not stated),4,8
COc1ccc(C(=O)ON=C2c3ccccc3-c3ccccc32)cc1[N+](=O)[O-],-66,0
COc1ccccc1C(NC(=O)C1CCCCC1)c1cc([N+](=O)[O-])c2cccnc2c1O (configuration not stated),-5,54*
CCc1ccc(N2C(=O)Nc3cc(Cl)c(Cl)cc3N2O)cc1,-10,3
CN(C)c1ccc(/C=C/C=C2/SC(=Nc3ccccc3)NC2=O)cc1,0,43
Cc1cccc(C(=O)N2CCN(c3cccc(C)c3C)C(=O)C2C)c1 (configuration not stated),2,9
CC(=O)Nc1ccc(S(=O)(=O)Nc2ccc(-c3csc(C)n3)cc2)cc1Cl,-9,/
Cc1ccc(S(=O)(=O)Nc2nnc(C)s2)cc1,7,-2
Cc1ccc(C(=O)Nc2ccc3c(c2)CCC(=O)N3CC(C)C)c(C)c1,-5,7
CNC(=O)C[C@H]1C(=O)N(c2ccc(OC)cc2)C[C@@H]1Cc1ccccc1,-8,-3
O=C(Nc1ccc(OCc2ccccc2)cc1)Nc1ccccc1C(=O)NCCCN1CCOCC1,-6,/
Cc1c(NC(=O)c2cc(Br)ccc2Cl)cccc1-c1nc2ccccc2o1,-2,-6

# Sorted by molar mass (ascending): three of the compounds above
SMILES,Pf apPOL inh,mHTT-CaM PPI inh
Cc1ccc(S(=O)(=O)Nc2nnc(C)s2)cc1,7,-2
Clc1ccc(C2=CC(c3cccc(Br)c3)n3nnnc3N2)cc1 (configuration not stated),2,13
O=C(Nc1cccc(F)c1)c1cccc(S(=O)(=O)N2CCc3ccccc3C2)c1,1,-4

# The main list resumes, starting 6 compounds before the break.
SMILES,Pf apPOL inh,mHTT-CaM PPI inh
CC(=O)Nc1ccc(S(=O)(=O)Nc2ccc(-c3csc(C)n3)cc2)cc1Cl,-9,/
Cc1ccc(S(=O)(=O)Nc2nnc(C)s2)cc1,7,-2
Cc1ccc(C(=O)Nc2ccc3c(c2)CCC(=O)N3CC(C)C)c(C)c1,-5,7
CNC(=O)C[C@H]1C(=O)N(c2ccc(OC)cc2)C[C@@H]1Cc1ccccc1,-8,-3
O=C(Nc1ccc(OCc2ccccc2)cc1)Nc1ccccc1C(=O)NCCCN1CCOCC1,-6,/
Cc1c(NC(=O)c2cc(Br)ccc2Cl)cccc1-c1nc2ccccc2o1,-2,-6
O=C(Cn1c(=O)oc2ccccc21)Nc1nc2c(s1)COc1ccccc1-2,-4,-6
CC(=O)Nc1cccc(N2CC(C(=O)NC3CCCCCC3)CC2=O)c1 (configuration not stated),1,5
CCn1cc(CN2CCC(c3nc(-c4ccc(F)cc4)n[nH]3)CC2)cn1,0,-12
CCOc1ccccc1Nc1nc(-c2cc3cccc(OC)c3oc2=O)cs1,-3,-13
Cc1nc2ccccc2c2c1C(=O)N(c1ccccc1Cl)C2=O,-9,25
Cc1ccc(C)c(CN2C(=O)NC3(CCN(C(=O)c4cccn4C)CC3)C2=O)c1,-7,18
CCOc1ccc(C(=O)Nc2c3c(nn2-c2cccc(Cl)c2)CSC3)cc1,-7,1
COC(=O)Nc1ccc(CC(=O)NCc2cccs2)cc1,-2,-11
Cc1sc2ncnc(Nc3ccc(N4CCCCC4)cc3)c2c1C,4,24
O=C(NC(Oc1ccccc1)C(Cl)(Cl)Cl)c1ccc([N+](=O)[O-])cc1 (configuration not stated),-3,38
CNC(=O)N1CCc2c(c(-c3nc(-c4ccc(F)cc4)no3)nn2C)C1,-4,-7
CCOC(=O)COc1ccc2c(C)c(-c3ccc(OC)cc3)c(=O)oc2c1,-28,-21
COc1ccc(CCN2C(=O)c3ccccc3C2C(=O)NC2CCCC2)cc1OC (configuration not stated),-17,14
O=C1CC(CC(=C2C(=O)CCCC2=O)N2CCCC2)CC(=O)N1,1,-8
COc1ccc(C(=O)c2c(C)oc3ccc(O)cc23)cc1OC,5,-1
CCC1(c2ccccc2)C(=O)c2ccccc2C1=O,-3,-12
COc1cccc(C(=O)N2CCn3c2nc2ccccc23)c1,-1,0
Cc1ccc2c(c1)N(Cc1nc(-c3ccc(F)cc3)no1)C(=O)CO2,-4,-45
CSCCC(NC(=O)C1CCC(C)CC1)C(=O)Nc1ccc(C)cn1 (configuration not stated),-10,0
O=C(NCC1(c2ccccc2)CCCC1)c1ccccc1F,-5,-26
CCCN(C)C(=O)CC1Sc2ncccc2N(CC(C)C)C1=O (configuration not stated),-2,-5
c1ccc2[nH]c(CCSc3nc4ccccc4[nH]3)nc2c1,-3,-7&0

# High-throughput results deposited in PubChem by University of Kansas High Throughput Screening Laboratory.

# These rows are one share of the data, so the mix of outcomes need not match the whole.
